GLS inh = blocks human kidney-isoform glutaminase activity; Potency, µM (series often up to 45.5 µM), inactives show top-dose activity change, negative = inhibition, actives largely listed as inhibitors; AID 624170; 410,000 compounds, 0.21% hits; GLS enzymatic activity, qHTS titration; note: potency is the fitted concentration of half-maximal effect; % is set by controls: 0 for no effect and ±100 for the full control effect
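Read-out is an Amplex red fluorescence increase coupled through glutamate oxidase and HRP, measured before and after 30 min room-temperature incubation. hKGA is in 45 mM KH2PO4 (pH 8.2) with 0.02% Tween-20; glutamine added as 1mM solution.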
POLH inh = DNA polymerase eta (human) inhibition; 390,000 compounds, 1.2% hits; Potency, µM (series often up to 114 µM), for inactives: at the top dose activity change, negative = inhibition, actives largely listed as inhibitors; recombinant Pol eta, fluorescent DNA replication assay; AID 588591; note: potency is the fitted concentration of half-maximal effect; % is set by controls: 0 for no effect and ±100 for the full control effect
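Fluorescent replication assay: 50 nM final substrate added after a 15 min room-temperature compound preincubation with 10 nM enzyme. Signal taken at 0 min and again at 10 min.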
PI4K2A inh = inhibitors of human PI4K2A; Q9BTU6; purified PI4K2A, ADP-Glo luminescence, 1 h; active compounds read low; activity change, negative = inhibition, % at 76.9 µM; 420,000 compounds, 0.13% hits; AID 1346378; in the data active = activity change below about -50%; inconclusive = mostly about -30% to -49%;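 note: -100% = wells without enzyme as full effect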
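PI4K2A activity was measured by ADP-Glo luminescence: enzyme (4 ug/mL stock) and phosphatidylinositol (1.2 mM stock) in Tris pH 7.5/MgCl2/EGTA/Triton X-100 buffer were reacted with ATP (300 microM stock) for one hour at ambient temperature.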
G9a inh = inhibitors of human histone lysine methyltransferase G9a. Q96KQ7. G9a H3K9 monomethylation, AlphaScreen, 2 h. Potency, µM (highest dose often 102 µM), without a hit: top-dose activity, negative = inhibition, usual class: inhibitors. 350,000 compounds, 8.8% hits; note: potency is the fitted concentration of half-maximal effect; % is set by controls: 0 for no effect and ±100 for the full control effect; nearly all actives have a fitted effect of over 75% in size
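AlphaScreen detection with an anti-monomethyl H3K9 antibody quantified product after a 2 h room-temperature reaction containing 500 nM biotinylated H3K9 peptide, 20 µM SAM and 20 nM enzyme, which had been preincubated 15 min with compound.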
HP1b binding inh = HP1-beta chromodomain-methylated histone interaction inhibition; P83916; AlphaScreen HP1-beta / biotin-H3K9me3 peptide binding; Potency, µM (series often up to 114 µM), inactives show top-dose activity change, negative = inhibition, hits mostly inhibitors; 390,000 compounds, 0.56% hits; note: potency is the fitted concentration of half-maximal effect; nearly all actives have a fitted effect of over 70% in size; inactives centre near 23
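HP1-beta protein (50 nM final) preincubated 30 min at room temperature with biotinylated H3(1-18)K9me3 peptide (50 nM) in PBS pH 7.4, 0.01% Tween-20, then compound added for 30 min. AlphaScreen streptavidin donor/nickel chelate acceptor beads (10 ug/mL final), 30 min dark, luminescence read.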
JMJD2A Tudor inh = inhibitors of human JMJD2A Tudor domain; O75164; 390,000 compounds, 4.4% hits; AlphaScreen JMJD2A-Tudor / H3K4me3 peptide binding; Potency, µM (series often up to 114 µM), for inactives: at the highest dose activity change, negative = inhibition, actives largely listed as inhibitors; note: potency is the fitted concentration of half-maximal effect; % is set by controls: 0 for no effect and ±100 for the full control effect; nearly all actives have a fitted effect of over 50% in size
Pin1 inhibitor = inhibitors of human Pin1; 390,000 compounds, 0.009% hits; Pin1 FP peptide displacement, HiFluor488, 10 min; Q13526; Potency, µM (series often up to 115 µM), for inactives: at the top dose activity, negative = inhibition, hits mostly inhibitors; active = well fitted inhibition curve with a large enough effect in the polarisation, with a control signal flat, not every such curve was filed as active; inconclusive = small, poorly fitted or top-dose-only effect, or effect the other way, or a change in a side signal; inactive = no such curve, though single readings can be large or run the other way; the % refers to the polarisation; note: potency is the fitted concentration of half-maximal effect; % is set by controls: 0 for no effect and ±100 for the full control effect
BAZ2B inh = inhibitors of human BAZ2B bromodomain; Potency, µM (series often up to 114 µM), for inactives: at the highest dose activity change, negative = inhibition, most hits filed as inhibitors; AlphaScreen BAZ2B-H3K14Ac peptide displacement; 360,000 compounds, 4.4% hits; note: potency is the fitted concentration of half-maximal effect; % is set by controls: 0 for no effect and ±100 for the full control effect; nearly all actives have a fitted effect of over 60% in size
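BAZ2B (50 nM) with biotin-H3(5-23)K14Ac peptide (50 nM) in PBS pH 7.4, 0.01% Tween-20, preformed 30 min, then compound 30 min at room temperature; top concentration 110uM. AlphaScreen streptavidin donor/nickel chelate acceptor beads (10 ug/mL final), 20 min dark, signal read.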
Tb PGK inh = T. brucei PGK inhibition; P07378; PGK/GAPDH coupled, Kinase-Glo luminescence, 60 min; Potency, µM (top dose mostly 57.5 µM), without a hit: top-dose activity change, negative = inhibition, usual class: inhibitors; 380,000 compounds, 0.043% hits; AID 602233; note: potency is the fitted concentration of half-maximal effect; % is set by controls: 0 for no effect and ±100 for the full control effect; nearly all actives have a fitted effect of over 60% in size
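Luminescent ATP detection (Kinase-Glo Plus) follows a 60-minute room-temperature incubation, with wells lacking PGK as controls. Buffer: 100 mM TEA (pH 7.6), 5 mM MgCl2, 0.01% Tween-20. Coupling enzyme GAPDH (100 nM final) supplies unstable 1,3-BPG in-well.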
* hit, by the source's call; i = inactive; ? = inconclusive; / = not tested or not shown; [ ] = dose if it differs, or a comment. Unless noted, calls come from the whole dose curve; as a rule, active = well fitted curve in the direction sought with a large enough effect; inconclusive = small, poorly fitted or top-dose-only effect, or another doubt; inactive = no such curve, though single readings can be large; an effect the other way counts as inactive or inconclusive. Some of the compounds tested (hit frequency here may not be typical).

SMILES | GLS inh | POLH inh | PI4K2A inh | G9a inh | HP1b binding inh | JMJD2A Tudor inh | Pin1 inhibitor | BAZ2B inh | Tb PGK inh
COc1cccc(NC(=O)COC(=O)c2c(NC(C)=O)sc(C)c2C)c1 | -11% | -8% | 0 | -4%[12.7 µM] | 27% | -16% | 0% | 7% | 0%
COC(=O)C(Cc1ccccc1)NC(=O)C(CC(C)C)NC(=O)OC(C)(C)C (stereo not given) | 18% | -17% | 1 | 12%[59 µM] | 36% | 15%[57.1 µM] | -1% | -4% | 2%
Cc1ccc(NC(=O)c2ccco2)c(NC(=O)COc2ccccc2)c1 | -10% | -20% | 0 | 16% | -1% | -13% | 1% | 1% | i
O=C(CCN1CCN(c2ccccc2)CC1)Nc1ccc(Cl)cc1 | 1% | -9% | 2 | 36%[59 µM] | 27% | -12% | 7% | 30% | 10%
CN1CCN(C(CNC(=O)c2cccc(F)c2)c2ccc3c(c2)OCO3)CC1 (stereo not given) | 3% | -10% | 1 | -2%[59 µM] | 36%[57 µM] | 5% | -10% | 2% | 2%
Cc1ccc(N2CCN(C(=O)c3ccc4c(Cl)c5c(nc4c3)CCCC5)CC2)c(C)c1 | 0% | -19% | -5 | 5%[59 µM] | 43%[activator] | -7% | 6% | -3% | -4%
O=C(CCc1ccccc1)NCC(=O)N/N=C/c1ccc(O)cc1O | 18% | -16% | 0 | 8% | 35% | -11% | 3% | 2% | 0%
C[C@@H]1CCC(=O)N(CC[C@H](Oc2ccccc2)c2ccccc2)CC1 | -7% | -7% | 2 | ? | 31% | -4% | -8% | -8% | 1%
O=C(O)CCC(CNS(=O)(=O)c1ccccc1)C(F)(F)F (stereo not given) | -6% | -12% | 4 | 2% | 39%[activator] | 2% | -1% | -11% | i
COc1ccccc1CN1C(=O)CN(C2CCCCCC2)C(=O)C1c1ccc(C)cc1 (stereo not given) | 0% | -20% | -7 | -7%[59 µM] | 42%[activator] | -15% | -9% | 0% | -6%

Gathered by group: the compounds so far with fluorine
SMILES | GLS inh | POLH inh | PI4K2A inh | G9a inh | HP1b binding inh | JMJD2A Tudor inh | Pin1 inhibitor | BAZ2B inh | Tb PGK inh
CN1CCN(C(CNC(=O)c2cccc(F)c2)c2ccc3c(c2)OCO3)CC1 (stereo not given) | 3% | -10% | 1 | -2%[59 µM] | 36%[57 µM] | 5% | -10% | 2% | 2%
O=C(O)CCC(CNS(=O)(=O)c1ccccc1)C(F)(F)F (stereo not given) | -6% | -12% | 4 | 2% | 39%[activator] | 2% | -1% | -11% | i

Further results follow:
SMILES | GLS inh | POLH inh | PI4K2A inh | G9a inh | HP1b binding inh | JMJD2A Tudor inh | Pin1 inhibitor | BAZ2B inh | Tb PGK inh
CCN(C(=O)c1nn(-c2ccc(OC)cc2)c(=O)c2c1c1ccccc1n2C)c1ccc(OC)cc1 | -1% | -17% | 1 | 1% | 28% | -24% | 23% | 4% | i
CCOc1ccccc1NC(=O)C(NCC1CCCCC1)c1ccccc1 (stereo not given) | 5% | -30% | -3 | 88%[activator] | 66%[activator] | 17% | 2% | -4% | -7%
O=C(/C=C/c1ccccc1)Nc1nnc(-c2ccco2)o1 | 14% | -9% | -9 | 10% | 43%[activator] | -26% | 97%[activator] | -28% | -1%
COC(=O)c1ccccc1SC(CC(=O)c1ccccc1)c1ccc(F)cc1 (stereo not given) | -6% | -21% | 2 | / | 84%[activator] | 28% | 0% | 19% | -1%
CC1C(=O)N(Cc2cn(Cc3ccco3)nn2)CCS(=O)(=O)N1Cc1ccc(-c2ccc(F)nc2)cc1 (stereo not given) | 0% | ? | -6 | / | / | / | / | / | 2%
COc1ccc(N2CCN(C(=O)c3cn(C)c(=O)c4c3c3ccccc3n4C)CC2)cc1 | 46%[activator] | -16% | -2 | 32µM* | -11% | ? | 2% | 45µM* | -9%
COc1ccc(CN(C)CC(=O)NC(=O)Nc2ccccc2F)cc1 | -3% | -9% | -4 | -47%[2.33 µM] | 67%[activator] | -8% | -1% | 3% | i
Cn1c(-c2sc3cc(C(F)(F)F)cnc3c2-c2ccccn2)n[nH]c1=S | 5% | -13% | -1 | 6.3µM* | 23% | 14µM* | 0% | -16% | -1%
CCOc1ccc(-n2c(SCC(=O)Nc3ccc4c(c3)OCCO4)nc3c([nH]c4ccccc43)c2=O)cc1 | 3% | -9% | 1 | 15%[59 µM] | 43%[activator][57 µM] | -21% | 19% | 28% | -1%
CC1=NN(Cc2ccccc2)C(=O)C1 | -5% | -12% | -4 | 14%[59 µM] | 6% | -18% | 2% | 3% | i
COc1ccc(Cl)cc1NC(=O)C1CSC(c2ccncc2)=N1 (stereo not given) | 2% | 3% | -8 | 11µM* | 19% | -14% | 2% | -20% | -4%
O=Cc1ccc(C(=O)O)cc1 | 0% | 5% | -1 | -19%[0.501 µM] | 39% | -23% | -1% | -2% | -1%
Cc1ccc(CNC(=O)C2CCC(=O)N2CCc2ccccc2)cc1 (stereo not given) | -6% | -15% | -2 | -5%[59 µM] | 33% | 0% | -7% | 12% | 1%
Cc1cccc(NC(=O)CSc2nc(C)cc(C)c2C(=O)Nc2ccc(Cl)cc2)c1 | 5% | -17% | -4 | 4%[59 µM] | 39% | 5% | 1% | -1% | -5%
Cc1c(Cl)cccc1NC(=S)N1CCN(C(=O)c2ccco2)CC1 | 1% | -3% | 2 | / | 31% | -8% | -5% | -10% | -17%
CSc1ncccc1C(=O)OCC(=O)NC1CC1 | 0% | -18% | 1 | -4% | 15% | -8% | -3% | 2% | -2%
Cc1ccc(S(=O)(=O)N2CCN(Cc3nc4ccc(C)cc4o3)CC2)c(C)c1 | -8% | -7% | 7 | 9%[59 µM] | -5% | -15% | 5% | -6% | i
O=C(OCC(=O)N1CCc2ccccc21)c1cncc(Br)c1 | -10% | 0% | 1 | 7% | 10% | -10% | 11% | / | -3%
Cc1ccc(-c2nnc(NC(=O)C3=COCCO3)o2)c(C)c1 | -2% | 7% | -4 | -4% | 42%[activator] | -10% | -15% | ? | -1%
CCOc1ccc(N(CC(=O)NN=C2CCN(C)CC2)S(C)(=O)=O)cc1 | 11% | -11% | 3 | -2%[59 µM] | 18% | -10% | 0% | 3% | 7%
O=C(COC(=O)C1COc2ccccc2O1)Nc1cccc(F)c1 (stereo not given) | -1% | -6% | -8 | 17%[12.7 µM] | 39%[activator] | 7% | -3% | ? | -4%
Cc1ccnc(NCc2ccc(Br)cc2)c1 | -2% | 0% | 0 | 0% | 32% | 1% | 1% | 6% | -5%
CC1(C)CC(NC(=O)c2cccc(S(=O)(=O)Nc3cccc(Cl)c3)c2)CC(C)(C)N1 | 7% | -11% | -2 | -8%[59 µM] | 19% | -8% | 1% | 4% | -1%
CC(=O)c1ccc(OCCCC(=O)NCCc2ccc(C(F)(F)F)cc2)cc1 | 0% | -14% | 3 | 16% | 0% | 0% | 3% | -1% | -6%
COC(=O)CCC(=O)N(CCN(Cc1ccccc1)C(=O)CCC(=O)OC)Cc1ccccc1 | -2% | -15% | 5 | / | 25% | -10% | 1% | / | -5%
COC(=O)c1ccc(OC(=O)C2CC(=O)N(c3cccc(C)c3)C2)cc1 (stereo not given) | 3% | 1% | -2 | ? | 47%[activator] | -6% | -4% | 25% | -1%
CCOC(=O)CC1c2nc3ccccc3cc2CN1C(=O)OCC (stereo not given) | -1% | -29% | -4 | / | / | / | / | / | -10%
O=C(NCCc1csc(-c2cccnc2)n1)c1cccc(C(F)(F)F)c1 | 5% | -3% | -5 | 3%[59 µM] | 5%[57 µM] | 1% | 0% | -7% | -7%
CO/N=C/C(=N\Nc1ccc(OC)cc1)C(=O)c1ccc(F)cc1 | -3% | -12% | -19 | 16% | -14% | -20%[11.4 µM] | 10% | -6% | 9%
Cc1nc2ccc(NC(=O)c3ccc(S(=O)(=O)N(C)C)cc3)cc2s1 | 6% | -7% | 1 | -31% | 34% | -8% | 3% | -4% | 10%
COCCN(CC(=O)Nc1ccccc1)S(=O)(=O)c1ccc(S(=O)(=O)N2CCCC2)cc1 | 5% | -11% | 10 | 6% | 15% | -9% | 1% | 5% | -4%
CC1CCc2c(sc(NC(=O)c3ccccc3C(=O)O)c2C#N)C1 (stereo not given) | 0% | 10% | 1 | 16%[0.501 µM] | 10% | -3% | -2% | -5% | -5%
CCc1ccc[n+](-c2[nH]c(=O)sc2/C=N/N=C(\[O-])CCn2c3ccccc3c3ccccc32)c1 | -19% | -16% | -2 | 45µM* | ? | -30% | ? | ? | -7%
CCCC[C@@H]1C=C(C(=O)O)[C@H](c2ccc(Cl)cc2)N1S(=O)(=O)c1ccc(C)cc1 | 12% | -10% | 0 | / | 16% | -17% | -5% | / | -9%
CC(C)(C)n1nnnc1C(c1cccc(C#N)c1)N1CCN2CCCC2C1 (stereo not given) | 0% | 10% | -1 | -28%[12.7 µM] | 13% | -12% | 5% | 10% | -3%
CCOc1ccc(NC(=O)Cc2ccc(NC3=NC4CS(=O)(=O)CC4S3)cc2)cc1 (stereo not given) | -7% | -13% | 3 | 22% | 50%[activator] | -4% | -2% | -2% | -8%
C=C(CN(C)C)C(=O)c1ccc2c(c1)OCO2 | 1% | -4% | 4 | / | ? | 14µM* | -9% | / | i
COc1cccc(C(=O)N2CCN(Cc3ccco3)CC2)c1OC | 1% | -14% | -11 | 0%[59 µM] | ? | ? | 0% | -37% | -9%
Cc1cc(C(F)F)n2nc(C(=O)Nc3ccc(S(=O)(=O)N4CCCC4)cc3)nc2n1 | -6% | -15% | -9 | -43%[59 µM] | 27% | -16% | 2% | 7% | -2%
COc1cc2cc(CCOC(=O)c3ccc(F)cc3)oc(=O)c2cc1OC | 1% | -19% | 5 | 3%[0.501 µM] | 39% | -9% | 4% | 3% | -9%

Assay outcomes as filed in PubChem BioAssay.
